# Source: PubChem BioAssay (several laboratories)
# FadD28 FP inh: inhibitors of Mycobacterium tuberculosis FadD28 bisubstrate binding | FadD28 bisubstrate probe binding, fluorescence polarization | inhibition, % at 12.5 µM | actives 0.22% (n = 360,000); in the data active = inhibition above about 8.5%, passing the limit was not always enough
# BH1578 lux ind: inducers of Vibrio cholerae quorum light production without autoinducers; V. cholerae BH1578 lux reporter, luminescence, 6 h; activation, % at 18.7 µM; actives 0.16% (n = 350,000); AID 588436; in the data active = activation mostly above about 9.7%, no sharp cut-off; also: not every result past the cut was called active; inactives centre near 0; reference of the scale not given here
# PfHsp40 rescue: compounds rescuing yeast from Plasmodium falciparum HSP40 toxicity; S. cerevisiae expressing PfHsp40, growth rescue, ATP luminescence; growth rescue, % at 12.5 µM; actives 0.68% (n = 340,000); in the data active = growth rescue above about 28%, passing the limit was not always enough;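 also: yeast W303a lacking pdr1 and pdr3 grown in galactose medium; growth measured after three days at 30 °C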
# Mtb FBA inh: inhibitors of M. tuberculosis fructose-bisphosphate aldolase | AID 588726 | inhibition, % at 1 µM | P9WQA3 | actives 2.3% (n = 360,000) | purified M. tuberculosis FBA, fluorescence read-out; in the data active = inhibition above about 27%;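 also: 0% = vehicle and 100% = reference inhibitor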
# Target sequence (P9WQA3 whole entry, looked up): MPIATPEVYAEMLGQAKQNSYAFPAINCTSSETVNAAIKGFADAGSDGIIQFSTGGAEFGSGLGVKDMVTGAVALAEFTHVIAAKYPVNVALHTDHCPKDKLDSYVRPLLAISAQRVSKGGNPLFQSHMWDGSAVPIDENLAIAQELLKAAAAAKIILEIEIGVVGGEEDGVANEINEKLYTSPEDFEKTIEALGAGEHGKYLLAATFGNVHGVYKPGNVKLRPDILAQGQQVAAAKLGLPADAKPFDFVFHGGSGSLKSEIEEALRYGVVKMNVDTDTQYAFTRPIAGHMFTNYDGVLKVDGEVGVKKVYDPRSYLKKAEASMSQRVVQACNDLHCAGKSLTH
# GDH-TPI counter: GDH-TPI coupled enzyme inhibition counter-screen; GDH-TPI coupled enzyme counterscreen, NADH absorbance; inhibition, % at 4.8 µM; actives 1.2% (n = 360,000); AID 588335; in the data active = inhibition above about 30%;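 also: 0% = DMSO wells and 100% = wells lacking the enzyme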
# Yp Topo-I inh: inhibitors of Yersinia pestis topoisomerase I. Y. pestis Topo-I cleavage product accumulation, plate reader. activity, % at 10 µM. actives 0.064% (n = 360,000). AID 504884; in the data active = activity above about 50%, passing the limit was not always enough; also: inactives centre near 2
# Mtb UGM inh: Mtb UDP-galactopyranose mutase inhibition; inhibition, % at 10 µM; actives 0.06% (n = 320,000); purified UGM, fluorescence polarization probe displacement; AID 504406; in the data active = inhibition above about 10%, passing the limit was not always enough
# Target sequence (P9WIQ1 whole entry, looked up): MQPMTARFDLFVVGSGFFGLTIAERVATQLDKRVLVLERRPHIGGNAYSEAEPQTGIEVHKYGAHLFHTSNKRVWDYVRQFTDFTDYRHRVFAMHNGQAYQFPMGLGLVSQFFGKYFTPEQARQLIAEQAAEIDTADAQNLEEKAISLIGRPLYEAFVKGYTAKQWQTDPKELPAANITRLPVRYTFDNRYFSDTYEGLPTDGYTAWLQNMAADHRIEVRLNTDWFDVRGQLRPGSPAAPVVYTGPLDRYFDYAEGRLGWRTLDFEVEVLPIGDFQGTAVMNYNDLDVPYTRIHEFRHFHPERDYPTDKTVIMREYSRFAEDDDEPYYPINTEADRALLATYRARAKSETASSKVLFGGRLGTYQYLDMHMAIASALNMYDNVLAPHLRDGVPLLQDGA
# Mtb BioA inh: inhibitors of Mycobacterium tuberculosis BioA enzyme; inhibition, % at 9.99 µM; purified M. tuberculosis BioA enzyme, plate reader; AID 602481; actives 0.096% (n = 360,000); in the data active = inhibition above about 40%
# TcdB GH inh: inhibitors of Clostridioides difficile toxin B glycohydrolase; P18177; TcdB glycohydrolase enzymatic assay, plate reader; inhibition, % at 9.99 µM; actives 0.24% (n = 350,000); AID 652162; in the data active = inhibition above about 10%
# * = called active by the depositor; i = inactive; / = not tested or not shown; + = active, no number. Hits appear at their usual frequency, and some 4.6% of all compounds hit somewhere here.
# The line under a structure holds: FadD28 FP inh	BH1578 lux ind	PfHsp40 rescue	Mtb FBA inh	GDH-TPI counter	Yp Topo-I inh	Mtb UGM inh	Mtb BioA inh	TcdB GH inh
1) N/C(Cn1cncn1)=N\OC(=O)c1ccc(Cl)cc1Cl
→ 0.2	i	-0.5	-4	0	5	-1.6	/	/
2) CC1C(=O)N(Cc2ccc(F)cc2)c2ccccc2N1C(=O)c1c(F)cccc1F (stereo not drawn)
→ -2.0	-0.4	10	1	9	24	3.4	1.6	0.3
3) Cc1ccc(S(=O)(=O)N2C[C@@H]3[C@H]4CC[C@H](C4)[C@@H]3[C@@H](C)[C@@H]2C2CCCCC2=O)cc1 (stereo partly drawn)
→ -0.7	i	-0.2	0	4	46	/	-1.3	2.9
4) O=C(CCc1ccccc1)c1c(O)cc(O)cc1O
→ -6.5	-0.4	2.1	-1	20	-9	-2.1	2.6	-4.7
5) COc1ncc(C2=CC(=O)CC(C)(C)C2)cn1
→ -2.9	-0.6	-0.8	1	7	2	0.0	1.0	-0.1
6) O=C(Nc1ccc(NC(=O)C2CC2)nc1)c1ccccc1F
→ 0.3	i	-0.2	7	5	-2	1.6	1.7	1.2
7) CN(C)Cc1c(O)ccc2ccccc12
→ -0.4	-0.4	1.6	7	19	-7	-4.8	/	3.1
8) O=C(N/N=C/c1ccccn1)c1cccnc1
→ -0.1	-0.4	-2.0	25	13	-1	0.1	5.8	0.3
9) Cc1nnc(C)n1/N=C/c1cccc([N+](=O)[O-])c1
→ -0.7	i	-0.1	-3	-1	1	-0.9	/	1.8
10) O=C(COc1ccc(-n2cnnn2)cc1)Nc1ccc(F)c(F)c1
→ -3.2	i	0.1	-3	-2	-6	1.2	-0.8	0.8
11) CCCS(=O)(=O)n1nc(-c2ccc(OC)cc2OC)cc1N
→ -0.4	-0.1	-0.1	1	-13	3	1.3	-1.4	1.4
12) CCn1cc(C(=O)N2CCN(c3ccccc3)CC2)c(=O)c2cc(S(=O)(=O)N3CCOCC3)ccc21
→ -0.8	i	-0.6	3	11	17	1.6	-1.3	0.8
13) COc1ccc(C(=O)N2CCN(C3CCCCC3)CC2)c(OC)c1
→ 2.1	-0.1	0.2	2	0	-7	3.7	1.2	0.3
14) Cc1ccc(-n2c(Cn3c(C)nc4ccccc43)n[nH]c2=S)cc1
→ -0.7	-0.3	-0.1	1	12	0	-1.5	-0.8	2.6
15) CCOc1ccc(/C(O)=C2/C(=O)C(=O)N(CCOCCO)C2c2ccc(F)cc2)cc1 (stereo not drawn)
→ -4.6	i	-1.0	0	12	5	1.8	0.5	/
16) COc1ccccc1-c1cc(C(=O)NCc2ccc(F)cc2)no1
→ -1.1	0.2	8.3	2	6	5	-1.8	-0.5	0.0
17) CCNC(=O)n1nccc1C(C)Oc1ccc(Cl)cc1 (stereo not drawn)
→ 0.9	-0.2	0.2	-1	2	11	0.3	1.0	/
18) CCOC(=O)c1c(C)[nH]c(C(=O)COC(=O)C(C)N2C(=O)C3CCCCC3C2=O)c1C (stereo not drawn)
→ -1.9	-0.1	-0.5	0	8	4	-0.7	-1.0	/
19) Cc1c(C)n(Cc2ccccc2)c2ncnc(Cl)c12
→ -2.2	0.5	0.0	-2	-6	-4	1.5	2.4	1.9
20) NC(=O)c1ccsc1NC(=O)COC(=O)c1ccccc1NCc1ccco1
→ -5.1	-7.7	2.2	59*	-2	-7	-1.7	-1.1	/

# An excerpt from above in order of number of heavy atoms, low to high:
# The line under a structure holds: FadD28 FP inh	BH1578 lux ind	PfHsp40 rescue	Mtb FBA inh	GDH-TPI counter	Yp Topo-I inh	Mtb UGM inh	Mtb BioA inh	TcdB GH inh
7) CN(C)Cc1c(O)ccc2ccccc12
→ -0.4	-0.4	1.6	7	19	-7	-4.8	/	3.1
5) COc1ncc(C2=CC(=O)CC(C)(C)C2)cn1
→ -2.9	-0.6	-0.8	1	7	2	0.0	1.0	-0.1
9) Cc1nnc(C)n1/N=C/c1cccc([N+](=O)[O-])c1
→ -0.7	i	-0.1	-3	-1	1	-0.9	/	1.8
11) CCCS(=O)(=O)n1nc(-c2ccc(OC)cc2OC)cc1N
→ -0.4	-0.1	-0.1	1	-13	3	1.3	-1.4	1.4
16) COc1ccccc1-c1cc(C(=O)NCc2ccc(F)cc2)no1
→ -1.1	0.2	8.3	2	6	5	-1.8	-0.5	0.0
20) NC(=O)c1ccsc1NC(=O)COC(=O)c1ccccc1NCc1ccco1
→ -5.1	-7.7	2.2	59*	-2	-7	-1.7	-1.1	/
3) Cc1ccc(S(=O)(=O)N2C[C@@H]3[C@H]4CC[C@H](C4)[C@@H]3[C@@H](C)[C@@H]2C2CCCCC2=O)cc1 (stereo partly drawn)
→ -0.7	i	-0.2	0	4	46	/	-1.3	2.9
2) CC1C(=O)N(Cc2ccc(F)cc2)c2ccccc2N1C(=O)c1c(F)cccc1F (stereo not drawn)
→ -2.0	-0.4	10	1	9	24	3.4	1.6	0.3
18) CCOC(=O)c1c(C)[nH]c(C(=O)COC(=O)C(C)N2C(=O)C3CCCCC3C2=O)c1C (stereo not drawn)
→ -1.9	-0.1	-0.5	0	8	4	-0.7	-1.0	/

# Next records
# The line under a structure holds: FadD28 FP inh	BH1578 lux ind	PfHsp40 rescue	Mtb FBA inh	GDH-TPI counter	Yp Topo-I inh	Mtb UGM inh	Mtb BioA inh	TcdB GH inh
21) Cc1ccc(OCC(=O)N2CCN(C(=O)c3ccc([N+](=O)[O-])cc3)CC2)cc1
→ 0.3	-3.0	1.1	1	5	-2	2.5	/	-0.5
22) N#Cc1ccccc1Cn1cc(C#N)c2ccccc21
→ -0.3	i	0.5	3	4	-6	-1.3	2.7	/
23) Clc1ccc(Nc2ncn[nH]2)c(Cl)c1
→ -1.1	-0.3	3.6	-1	-4	11	-0.9	1.3	1.4
24) CC(=O)Nc1ccc(N2Cc3ccccc3C2)cc1
→ -2.3	i	0.5	2	10	-3	2.0	-1.4	0.5
25) Cc1cc(O)c(C(C)C)cc1N=Cc1ccccc1O
→ -3.0	-0.5	-1.8	5	-1	-16	1.4	/	0.6
26) COc1ccccc1CCC(=O)Nc1ccc(S(=O)(=O)Nc2nccs2)cc1
→ -0.9	i	-2.1	-2	-11	-1	0.7	0.1	1.8
27) COC(=O)C1C(=O)C2=C(CC1C)NC(C)=C(C(=O)OC(C)C)C2c1ccc(OC)c(O)c1 (stereo not drawn)
→ -9.6	i	-1.1	3	23	1	-2.7	1.2	/
28) Cc1sc2nc(SCC(=O)N3CCCC3)[nH]c(=O)c2c1C
→ -1.5	-0.4	0.1	-3	-1	16	-0.5	-0.2	-3.7
29) Cc1ccc2nc3c(cc(C(=O)NC4CCS(=O)(=O)C4)n3Cc3ccccc3)c(=O)n2c1 (stereo not drawn)
→ 1.2	i	0.8	+	26	24	2.1	4.4	1.0
30) CC(=O)Cc1nsc(Nc2ccc(F)cc2)n1
→ 0.2	-0.3	0.5	6	5	-8	-0.9	1.8	1.5
31) CCOC(=O)CNC(=O)C1(NC(=O)CNC(=O)OCc2ccccc2)CCCC1
→ -0.3	3.3	3.4	3	1	-1	/	-1.1	-8.3
32) CCCCc1c(C)c2cc(C)ccc2[nH]c1=O
→ /	2.9	0.5	7	1	6	0.6	2.6	/
33) CC(C)C(=O)NC(=S)N1CCc2ccccc21
→ -4.3	-0.2	-1.0	-2	13	-3	3.7	-2.0	/
34) COc1ccc(C2CC(C(F)(F)F)n3nc(C(=O)NCCCn4ccnc4)cc3N2)cc1OC (stereo not drawn)
→ -0.8	i	0.0	1	-2	-6	-2.5	1.1	/
35) CC1(C)CC2(OC2c2ccccc2)C(=O)c2ccccc21 (stereo not drawn)
→ -1.8	i	/	-3	4	0	/	-0.7	1.1
36) COc1ccc(-n2nc(C(=O)NCCCN3CCCC3=O)c3c4ccccc4n(C)c3c2=O)cc1Cl
→ -3.0	i	1.1	0	-3	-1	0.4	1.5	/
37) COc1cc2ccccc2cc1C(=O)N1CCCCC1
→ -0.7	i	0.7	2	-1	12	1.5	0.8	1.2
38) Cc1cc(Cl)c(OCCOCCN2CCC(C)CC2)c(Br)c1
→ -2.5	0.3	0.6	5	-1	11	0.0	/	/
39) COc1ccccc1N/N=C1\COC(C)(C)CC1=O
→ 0.2	i	0.3	-4	24	17	-0.9	-1.1	-0.4
40) O=C(Nc1cc(-c2nc3ncccc3o2)ccc1Cl)c1ccc([N+](=O)[O-])o1
→ 1.6	0.4	-0.9	3	14	0	5.3	-1.7	-4.3
41) Cc1cc(C)n2nc(C(=O)NCc3ccco3)nc2n1
→ -0.5	i	0.1	0	2	-2	-0.7	-0.5	/
42) CC(C)N(C(=O)COC(=O)c1cc(Cl)cc(Cl)c1N)C(C)C
→ -2.6	i	0.2	80*	1	6	0.0	1.8	/
43) CCc1ccccc1NC(=O)CCC(=O)N1CCSc2ccccc21
→ -0.1	-0.2	-1.6	2	-2	10	-1.3	-0.2	1.2
44) COc1ccc(OC)c(C2C(C(=O)Nc3ccccc3OC)=C(C)Nc3nc(CCCO)nn32)c1 (stereo not drawn)
→ -1.9	-0.3	0.0	2	6	1	1.9	-2.2	-6.1
45) CCOC(=O)c1oc2ccc3c(c2c1C)C(=O)CC1(CCN(C(=O)OCC)CC1)O3
→ -4.1	i	-0.5	7	-3	22	0.6	1.0	/
46) CCOc1ccc(CCNC(=O)COC(=O)c2n[nH]c3ccccc23)cc1OCC
→ -4.8	i	/	-3	2	8	/	-0.7	1.4
47) CCCn1c(SCC(=O)Nc2ccccc2-c2ccccc2)nnc1-c1ccoc1C
→ -6.9	/	1.1	1	2	36	0.2	1.2	/
48) COc1ccc(N2C[C@H](CSC)[C@@H](CC(=O)Nc3ccccc3)C2=O)cc1
→ -1.7	-0.4	/	3	5	1	/	-0.1	1.2
49) O=C(NCCN1CCOCC1)c1ccc(CS(=O)c2ccccc2Cl)o1 (stereo not drawn)
→ -2.6	-3.8	-0.3	3	2	-2	0.8	-0.9	0.1
50) C=CCOc1ccc(/C=C/C(=O)OCC(=O)N2CCN(S(=O)(=O)c3ccc(C)cc3C)CC2)cc1
→ -2.1	-2.8	0.0	1	3	-6	/	0.6	-0.1
51) Cc1ccccc1NC(=O)CN1CCN(c2ccc(F)cc2)CC1
→ -1.0	i	/	4	-4	1	/	1.4	-0.3
52) CC(C)(C)OC(=O)NCCC(=O)N/N=C/c1cccc2cccnc12
→ -3.0	-0.9	-0.2	1	24	3	-0.6	0.8	1.1
53) Cc1ccc([N+](=O)[O-])cc1NC(=S)NC(=O)c1cccnc1
→ -2.5	-0.2	-2.4	1	11	-4	-1.2	/	-0.2
54) O=C(O)c1cc(-c2ccccc2)n(-c2ccc(Cl)cc2Cl)n1
→ -1.7	-8.3	-0.3	4	4	14	-0.2	1.0	0.9
55) O=C(Nc1c(S(=O)(=O)c2ccccc2)csc1Br)c1ccccc1Cl
→ -0.1	i	-1.0	3	1	-8	1.0	-0.8	1.8
56) COc1ccc(N(C(=O)c2ccc(S(=O)(=O)N3CCCC3)cc2)C2C=CS(=O)(=O)C2)cc1 (stereo not drawn)
→ -3.3	0.8	-0.2	-1	2	7	-0.7	1.8	-0.7
57) O=C(Nc1ccc(OC(F)F)cc1)c1cc(S(=O)(=O)N2CCOCC2)ccc1N1CCCC1
→ 1.0	-1.4	3.7	2	14	32	/	0.3	0.9
58) CCSC1=N/C(=C\c2cccc(F)c2)C(=O)S1
→ -1.3	-0.6	0.2	1	2	-1	0.0	-1.0	-3.4
59) COc1ccc(C(=O)c2c(C)c3ccccc3n2CC(O)CNC(C)C)cc1 (stereo not drawn)
→ 0.8	-0.3	0.0	1	23	-5	0.7	/	0.6
60) CCN(c1ccc(NC(=O)COC(=O)CCc2nc3ccccc3n2-c2ccccc2)cc1)C(C)C
→ -3.0	-1.0	1.5	-1	9	13	-2.1	1.5	-6.5
61) CC1CCN(S(=O)(=O)c2ccc(NC(=O)CSc3ncccc3C(=O)O)cc2)CC1
→ -2.7	i	-0.1	0	6	4	-1.4	1.7	/
62) FC(F)Oc1ccc(-c2csc(NNC3=NCCCCC3)n2)cc1
→ 0.0	i	0.6	1	-6	-11	-1.3	-1.0	-0.3
63) CCc1nc2ccc(C(=O)NCCNC(C)=O)cn2c1N(C)Cc1ccc(OC)cc1
→ -2.3	i	/	-2	3	-2	/	1.2	0.5
64) CCCc1ccc(C(=O)NNc2ccccc2F)cc1
→ -1.2	-0.9	-0.7	3	-2	4	0.1	/	-3.7
